Abeta rescue – compounds reversing amyloid beta toxicity in yeast | yeast expressing A-beta42, growth rescue, OD600, 48 h; response scale: 0% DMSO, 100% iron-clioquinol control | Potency, µM (top dose mostly 46.1 µM), inactives show at the highest dose growth rescue, usual class: activators | 0.063% of 410,000 active | AID 1347071; also: potency is read from the fitted curve at half-maximal effect; nearly all actives have a fitted effect of over 55% in size
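Growth rescue measured by 600 nm absorbance after 48 h yeast culture at 30 C with compound. Values normalized between DMSO and an equimolar ferric chloride plus clioquinol control.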
PLK1 PBD inh – inhibitors of human PLK1 polo-box domain binding | 2.8% of 360,000 active | Potency, µM, for the others: max response, negative = inhibition, most hits filed as inhibitors | P53350 | AID 720504 | Plk1 PBD binding of FITC phosphopeptide, fluorescence polarization; also: potency is read from the fitted curve at half-maximal effect; series mostly up to about 57 µM; % is scaled to controls: 0 for no effect and ±100 for the full control effect; nearly all actives have a fitted effect of over 65% in size
WRN inhibitor – WRN helicase (human) inhibition; AID 651768; 0.46% of 360,000 active; Potency, µM (top dose mostly 114 µM), for the others: top-dose activity change, negative = inhibition, actives largely listed as inhibitors; Q14191; WRN helicase unwinding, fluorescent forked duplex, kinetic; also: potency is read from the fitted curve at half-maximal effect; % is scaled to controls: 0 for no effect and ±100 for the full control effect; nearly all actives have a fitted effect of over 55% in size
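WRN at 20 nM final preincubated with compound 15 min at room temperature; reaction started with 100 nM fluorophore/quencher forked duplex oligonucleotide and 2 mM ATP final. Unwinding followed kinetically by red fluorescence (ex 525, em 598 nm).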
IL-2 act – activators of IL-2; IL-2 activation reporter assay, cell-based qHTS; stimulated with anti-CD3/CD4/CD28 beads; in transgenic mouse T cells; activation, % (series mostly up to about 46 µM); 0.065% of 360,000 active; AID 652025; in the data active = activation above about 50%; inconclusive = mostly about 30% to 49%; also: 0% is about no effect
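EGFP and DsRed fluorescence is measured by plate cytometry in unstimulated transgenic mouse T cells exposed to compound for 60 minutes, then stimulated 18 hours at 37 degrees C with anti-CD3/anti-CD4 beads plus anti-CD28.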
EPAC1 ag – activates human EPAC1 exchange factor | EPAC1 agonist qHTS, biochemical assay; response scale: 100% = response to 6.5 mM cAMP | 0.073% of 360,000 active | O95398 | Potency, µM (top dose mostly 154 µM), inactives show at the top dose activation, most hits filed as activators; also: potency is read from the fitted curve at half-maximal effect; nearly all actives have a fitted effect of over 60% in size
Target sequence (O95398 whole entry, looked up): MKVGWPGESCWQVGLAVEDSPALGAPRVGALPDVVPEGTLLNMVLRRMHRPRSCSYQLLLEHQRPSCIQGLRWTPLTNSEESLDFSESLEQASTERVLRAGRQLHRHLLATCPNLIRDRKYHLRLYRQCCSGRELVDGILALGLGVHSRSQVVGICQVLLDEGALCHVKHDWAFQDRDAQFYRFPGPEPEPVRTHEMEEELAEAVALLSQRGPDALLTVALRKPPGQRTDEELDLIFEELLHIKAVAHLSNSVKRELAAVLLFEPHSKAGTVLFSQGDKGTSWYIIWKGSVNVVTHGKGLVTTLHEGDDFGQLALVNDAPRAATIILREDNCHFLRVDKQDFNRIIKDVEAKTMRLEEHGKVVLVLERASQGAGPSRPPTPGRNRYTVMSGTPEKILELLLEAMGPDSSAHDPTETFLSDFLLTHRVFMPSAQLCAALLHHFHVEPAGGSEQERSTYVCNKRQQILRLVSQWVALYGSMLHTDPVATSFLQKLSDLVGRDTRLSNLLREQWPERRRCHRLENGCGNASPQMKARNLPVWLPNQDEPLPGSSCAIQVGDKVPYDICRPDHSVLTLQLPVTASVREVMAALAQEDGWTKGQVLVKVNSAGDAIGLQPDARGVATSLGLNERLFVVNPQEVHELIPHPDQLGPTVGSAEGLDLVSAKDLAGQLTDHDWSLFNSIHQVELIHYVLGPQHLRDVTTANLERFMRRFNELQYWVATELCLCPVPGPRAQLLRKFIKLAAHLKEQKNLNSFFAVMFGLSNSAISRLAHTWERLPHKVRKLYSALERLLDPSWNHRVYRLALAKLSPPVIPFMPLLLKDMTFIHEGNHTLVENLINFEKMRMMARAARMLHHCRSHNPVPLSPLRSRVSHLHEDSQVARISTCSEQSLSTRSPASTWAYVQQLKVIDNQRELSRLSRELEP
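Fluorescent GDP-exchange assay: 100 nM EPAC1 with 250 nM Rap1B preloaded with BODIPY-GDP and 50 uM GDP; compounds tested as concentration series, 5 min at room temperature, then read every 5 min for 30 min (ex 480/em 540 nm); normalized to 6.5 mM cAMP.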
EPAC1 antagonist – antagonists of human EPAC1 | O95398 | EPAC1 GEF assay, Rap1b-BODIPY-GDP exchange fluorescence | Potency, µM (series often up to 115 µM), inactives show top-dose activity change, negative = inhibition, usual class: inhibitors | 0.14% of 360,000 active | AID 720709;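 also: potency is read from the fitted curve at half-maximal effect; plate controls were vehicle for no effect and positive control for full effect; nearly all actives have a fitted effect of over 50% in size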
PI5P4K alpha inh – PI5P4K alpha (human) kinase inhibition. P48426. PI5P4Kalpha enzyme, ADP-Glo luminescence, 60 min; stronger effect = lower value. max response, %. 1.2% of 330,000 active. AID 652105; active = max response of -50% or lower; inconclusive = between -30% and -50%; inactive = -30% or higher; also: value at the top dose of about 77 µM; % is scaled to controls: 0 for no effect and ±100 for the full control effect
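PI5P4Kalpha ADP-Glo assay; 5 microM ATP final; 60 min RT reaction; HEPES pH 7.4/EGTA/CHAPS, 5% DMSO; controls lacking substrate or enzyme; luminescent end-point.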
FUS suppressor – suppressors of FUS proteinopathy in yeast. AID 1347120. S. cerevisiae FUS-expressing, growth rescue, OD600, 24 h. Potency, µM (doses to about 76.6 µM), inactives show at the highest dose growth rescue (activation), usual class: activators. 0.24% of 390,000 active;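 also: potency is read from the fitted curve at half-maximal effect; plate controls were DMSO vehicle for no effect and reference control for full effect; nearly all actives have a fitted effect of over 55% in size; some results filed as inactive show a strong effect at the top dose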
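Restored growth of FUS-toxic S. cerevisiae, read as 600 nm absorbance after 24 h at 30C in galactose medium (starting OD 0.005). Controls CP55940 and DMSO.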
Numbers without * were called inactive; ? = inconclusive; / = no result given; & = joins results of further samples; [ ] = remark or other dose. Unless noted, calls follow the shape of the dose curve; as a rule, active = well fitted curve in the direction sought with a large enough effect; inconclusive = small, poorly fitted or top-dose-only effect, or another doubt; inactive = no such curve, though single readings can be large; an effect the other way counts as inactive or inconclusive. Rows are unselected, and some 4.1% of all compounds hit somewhere here.

Preview, three compounds:
SMILES	Abeta rescue	PLK1 PBD inh	WRN inhibitor	IL-2 act	EPAC1 ag	EPAC1 antagonist	PI5P4K alpha inh	FUS suppressor
Cc1cccc(N2CCN(C(=O)c3ccc4[nH]c(C)c(C)c4c3)CC2)c1C	1%	-5%	-26%	-1.1	15%	-13%	-3	39%
Cc1ccc(C(=O)Nc2ccc(N3CCN(S(C)(=O)=O)CC3)cc2)cc1	8%	-2%	-13%	0.9	6%	-1%	/	-22%
Nc1nc(SCC(=O)NCCC(c2ccccc2)c2ccccc2)n[nH]1	8%	-7%	-27%[57.1 µM]	0.3	-5%	2%	0	-15%

All compounds of this part (from the top)
SMILES	Abeta rescue	PLK1 PBD inh	WRN inhibitor	IL-2 act	EPAC1 ag	EPAC1 antagonist	PI5P4K alpha inh	FUS suppressor
Cc1cccc(N2CCN(C(=O)c3ccc4[nH]c(C)c(C)c4c3)CC2)c1C	1%	-5%	-26%	-1.1	15%	-13%	-3	39%
Cc1ccc(C(=O)Nc2ccc(N3CCN(S(C)(=O)=O)CC3)cc2)cc1	8%	-2%	-13%	0.9	6%	-1%	/	-22%
Nc1nc(SCC(=O)NCCC(c2ccccc2)c2ccccc2)n[nH]1	8%	-7%	-27%[57.1 µM]	0.3	-5%	2%	0	-15%
CSc1nc2sc3c(c2c2nncn12)CCC3	9%	2%	-9%	0.3	-4%	-4%	0	/
CCCCNC(=O)CCNS(=O)(=O)c1ccc(Br)cc1	-11%	-5%	-6%	-2.1	7%	-9%	/	-4%
COc1ccc(C(=O)Nc2cc(C(F)(F)F)ccc2-n2cnc3ccccc32)cc1	6%	5%	2%	-3.3	-11%	-12%	-3	30%
O=c1n(S(=O)(=O)c2cccc3cccnc23)c2ccccc2n1S(=O)(=O)c1cccc2cccnc12	13%	5%&0%	-18%	-2.8	4%	10%	/	17%
Cc1ccc(Cc2c(-c3cccc(Br)c3)nc3c(Cl)cc(C(F)(F)F)cn23)cc1	-11%	-1%	4%	1.6	1%	6%	13	-15%
COc1ccc(C2(C)NC(=O)N(CC(=O)Nc3ccc4ccccc4c3)C2=O)cc1OC (stereo unspecified)	8%	3%	1%	1.3	5%	-2%	10	12%
COC(=O)Oc1ccc(/C=N/NS(=O)(=O)c2ccccc2)cc1OC	10%	-1%	10%	-3.9	4%	0%	0	-7%
COc1ccc(S(=O)(=O)N2CCN(C3CCCCCCC3)CC2)cc1	26%&-8%	-2%&-8%	0%&6%	0.9&-1.5	7%&-1%	1%&-17%	3&-1	-1%&11%
Cn1c(/C=C/c2cccc([N+](=O)[O-])c2)c([N+](=O)[O-])c(=O)n(C)c1=O	12%	-24%	-4%	0.0	12%	13%	0	9%
CC(=O)Nc1ccc(C(=O)OCC(=O)c2ccc(S(=O)(=O)N3CCCCC3)cc2)cc1	-15%	-10%	0%	-1.9	2%	-17%	-25	7.9µM*
CC[C@@H]1C(c2cccc(C)c2)=NN(c2ccccc2)[C@H]1C(=O)N1CCOC1=O	5%	1%	-3%	-0.3	-7%	-26%	9	-23%
CCCS(=O)(=O)NC(=O)C1(C)CCN(C(=O)c2ccc(OC)cc2OC)C1 (stereo unspecified)	-8%	-10%	6%	1.0	4%	1%	2	-17%
CC(=O)c1ccc(NC(=S)Nc2cccc(Cl)c2C)cc1	?	-14%	0%	-1.0	2%	-6%	-4	-13%
O=C(N=c1nc2ccccn2s1)c1ccccc1	-35%[inhibitor]	-5%	8%	-3.3	8%	-1%	/	7%
CCOC1=C2[C@H](c3ccccc3)N(S(=O)(=O)c3ccc(C)cc3)[C@H](C(C)C)[C@H]2n2c(=O)n(-c3ccccc3)c(=O)n2C1	5%	-1%	-9%	0.8	-1%	-15%	5	?
COc1ccc2cc(S(=O)(=O)N3CCCCC3)ccc2c1S(=O)(=O)N1CCCCC1	1%	-8%	-1%	0.6	5%	-13%	2	34%
COCCCNC(=S)NNC(=O)c1cc(-c2ccncc2)nc2ccccc12	-5%	-2%	-11%	-0.3	3%	7%	-5	11%
Cc1cccc(NC(=O)C2CCCN(S(=O)(=O)c3cccs3)C2)c1C (stereo unspecified)	6%	2%	6%	-0.4	-1%	8%	5	21%
COC(=O)c1cc(-n2cccc2)ccc1N1CCOCC1	11%	-2%	-8%	-2.9	3%	-10%	-16	28%
CC(C)Cc1ccc(S(=O)(=O)N2CCN(c3ccccn3)CC2)cc1	5%	-6%	5%	-0.2	-2%	-4%	0	25%
CSc1ccc(/C=C(/NC(=O)c2ccco2)C(=O)N2CCCCC2)cc1	19%	-5%	-1%	-0.8	-4%	-2%	-1	20%
COc1cc(/C=C2/NC(=O)N(Cc3ccccc3F)C2=O)ccc1Oc1ccc([N+](=O)[O-])cn1	0%	1%	1%	-0.2	-5%	-12%	-2	/
Cc1ccc(C)c(NC(=O)CCCCCCCCCCC2COCCO2)c1 (stereo unspecified)	23%	-9%	-14%	1.2	6%	-26%	3	/
O=S(=O)(c1ccc(N2CCCC2)nc1)N1CCOCC1	-6%	-8%	-23%	-0.2	8%	-6%	5	-7%
CCOC(=O)c1cnn(-c2ccccc2)c1NC(=O)CN1CCOCC1	7%	2%	-3%	0.4	14%	-7%	0	-25%
CC1CC(C)CN(S(=O)(=O)CCNC(=O)c2ccccc2)C1 (stereo unspecified)	6%	-9%	4%	0.7	8%	-8%	-2	/
Cc1ccc(C)c2[nH]c(=O)c(CN(CC3CCCO3)C(=O)NC3CCCCC3)cc12 (stereo unspecified)	-8%	-7%	9%	-3.2	7%	18%	/	?
COc1ccc(CC(=O)N(Cc2ccccc2)c2ccc(C)cc2)cc1OC	-11%	-6%	-23%	-5.9	10%	8%	5	25%
CCCS(=O)(=O)N1CCC(C(=O)NCCc2ccc(OC)c(OC)c2)CC1	2%	-3%	5%	0.4	0%	7%	-6	-21%
N=c1ccn(Cc2ccc(Cl)cc2)cc1	5%	-5%	1%	-3.3	9%	-25%	2	-16%
Cc1ccc(S(=O)(=O)c2cccc(S(=O)(=O)N3CCCC3)c2)cc1S(=O)(=O)N1CCCC1	5%	-1%&-4%	-4%	-3.9	6%	-8%	/	28%
CCOc1ncccc1C(=O)Nc1cccc(C(=O)Nc2cccc(S(=O)(=O)CCO)c2)c1	3%	-3%	-6%	-1.7	0%	-5%	3	6%
CC(C)NC(=O)Nc1ccc2c(c1)C(=O)N([C@@H](C)CO)C[C@@H](C)[C@H](CN(C)Cc1ccccc1)OCCCC[C@H](C)O2	-2%	-16%	-19%	-0.6	5%	-3%	1	3%
CCn1c(C)c(CCC(=O)O)c(=O)n2nc(-c3ccccc3OC)cc12	-7%	-1%	-19%	4.8	-3%	1%	4	15%
COc1ccc2cc(/C=C/C(=O)N3CCN(CC(=O)N4CCCCCC4)CC3)ccc2c1	-6%	-15%	-4%	-0.7	-4%	4%	3	22%
CCN(CC)C(=O)CSc1ncnc2sccc12	-7%	2%	11%	-0.1	-1%	11%	2	2%
CCOc1ccc2c(C)c(C)c(=O)oc2c1OCC	-4%	-2%	-6%	-2.0	14%	-3%	/	14%
Cc1cccc(OC(=O)Nc2ccc(C(=O)O)c(O)c2)c1	-10%	-29%	-2%	-2.2	-9%	-6%	-54*	-5%
O=C1[C@H]2[C@@H](c3ccc(C(F)(F)F)cc3)N[C@]3(CCCN(Cc4ccc(F)cc4)C3=O)[C@H]2C(=O)N1Cc1ccccc1	?	-1%	-10%	-3.1	1%	0%	14	41%
COc1ccc(S(=O)(=O)N2CC3C4C=CC(C4)C3C2)cc1 (stereo unspecified)	-15%	-1%	-15%	3.5	3%	-7%	/	-16%
CN(Cc1ccccc1)C(=O)c1ccccc1N(C)S(=O)(=O)c1ccccc1	6%	-3%	-15%	0.5	3%	-3%	3	11%
NS(=O)(=O)c1ccc(CNC(=O)CCC2CCCCC2)cc1	5%	-2%	-3%	-0.7	1%	0%	3	13%
CCN(CC(=O)NCc1cccs1)C(=O)/C=C/c1cccc(OC)c1OC	2%	-5%	-2%	-2.4	1%	0%	3	4%
Cc1noc(C)c1S(=O)(=O)N1CCC(C(=O)N2CCC(C)CC2)CC1	-4%	1%	-14%	-2.4	4%	11%	0	12%
Cc1ccc(N2CC(O)CSC2=Nc2ccccc2)cc1 (stereo unspecified)	-1%	-6%	-3%	-1.3	-1%	-10%	3	3%
CC(=O)c1ccc(OCC(C)C)c(CN2CCCCC2)c1	2%	1%	6%	1.5	-4%	0%	6	-21%
COc1ccc(CCNc2c3ccccc3nc3ccccc23)cc1OC	-11%	3%	-4%[11.6 µM]	-3.4	-5%	-3%	-4	-1%
Carrying on:
SMILES	Abeta rescue	PLK1 PBD inh	WRN inhibitor	IL-2 act	EPAC1 ag	EPAC1 antagonist	PI5P4K alpha inh	FUS suppressor
Cc1ccc(NS(=O)(=O)c2ccc(C(=O)N3CCCCCCC3)cc2)cc1	19%	-15%	6%	-2.6	2%	-13%	3	33%
Cc1nn(C(C)(C)C)c(C)c1/C=N/OC(=O)Nc1ccc(Cl)c(Cl)c1	-17%	0%	-7%	-0.6	-7%	-10%	3	-10%
COc1ccc(NC(=O)C2CC3C=CC2C3)c([N+](=O)[O-])c1 (stereo unspecified)	0%	-9%	-1%	-1.6	-11%	?	21	/
O=C(Nc1ccc(NC(=O)c2ccco2)nc1)c1cccc(F)c1	5%	-6%	-14%	1.9	8%	-1%	1	2%
COc1nc(-c2ccccc2)c2cc(C)ccc2n1	-9%	21µM*	-13%	0.2	0%	-6%	-9	2%
Cc1ccsc1CNn1cnnc1SCc1ccccc1F	4%	2%	-3%	-1.4	11%	5%	/	15%
CC(NC(=O)COC(=O)/C=C/c1cccc(F)c1)c1ccccc1 (stereo unspecified)	17%	-19%	?	-0.3	-6%	-17%	2	4%
O=S(=O)(NCCc1ccccc1)c1cccs1	8%	-21%	5%	0.4	0%	-28%	5	5%
O=S(=O)(c1ccc(Br)s1)N1CCN(Cc2ccc3c(c2)OCO3)CC1	15%	2%	4%	1.8	6%	11%	-2	-2%
O=C(CSc1nc(O)cc(=O)n1-c1ccccc1)Nc1ccccn1	5%	5%	-4%	0.7	6%	3%	-7	?
Cc1ccc(NC(=O)CCNS(=O)(=O)c2ccc3[nH]c(=O)oc3c2)c(Cl)c1	5%	-11%	-7%	-1.8	5%	6%	-2	-14%
O=C(CCNC(=O)c1ccc(Cl)cc1)Nc1ccc(Cl)cc1F	-4%	-17%	5%	-1.4	-5%	-13%	2	3%
O=[N+]([O-])c1cc(/C=N/Nc2nc(N3CCOCC3)nc(N3CCOCC3)n2)ccc1Cl	5%	-5%	3%	-0.3	11%	-15%	8	2%

High-throughput results deposited in PubChem by National Center for Advancing Translational Sciences (NCATS).
